Assay outcomes deposited in PubChem BioAssay by several laboratories.
S1P4 antagonist = S1P4 receptor antagonists, primary screen, cell-based; S1P4-expressing cells, antagonist mode, reporter read-out; AID 1510, 2009; Sphingosine 1-phosphate receptor 4 (Homo sapiens), O95977; 0.26% of 220,000 active; inhibition, % at 4.98 µM; in the data active = inhibition above about 29%;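 note: 0% = wells stimulated with agonist and 100% = vehicle wells without agonist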
PERK inh = block of dimerizer-induced PERK translation repression, primary screen, PERK inhibitor project, CHO PERK-DD cells, SEAP luminescence, HTS. Eukaryotic translation initiation factor 2-alpha kinase 3 (Homo sapiens), Q9NZJ5. inhibition, % at 5.6 µM. CHO PERK-DD fusion, SEAP luminescence translation reporter. 0.17% of 220,000 active;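 active = inhibition above the mean inhibition of all tested compounds plus 3 SD, set separately per screening campaign, cut at about 2.9% in these data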;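 note: PERK kinase domain activated by AP20187 dimerizer at 100 nM; 0% = DMSO with dimerizer and 100% = rapamycin at 8.4 µM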
Target sequence (Q9NZJ5 whole entry, looked up, the tested form may be a part): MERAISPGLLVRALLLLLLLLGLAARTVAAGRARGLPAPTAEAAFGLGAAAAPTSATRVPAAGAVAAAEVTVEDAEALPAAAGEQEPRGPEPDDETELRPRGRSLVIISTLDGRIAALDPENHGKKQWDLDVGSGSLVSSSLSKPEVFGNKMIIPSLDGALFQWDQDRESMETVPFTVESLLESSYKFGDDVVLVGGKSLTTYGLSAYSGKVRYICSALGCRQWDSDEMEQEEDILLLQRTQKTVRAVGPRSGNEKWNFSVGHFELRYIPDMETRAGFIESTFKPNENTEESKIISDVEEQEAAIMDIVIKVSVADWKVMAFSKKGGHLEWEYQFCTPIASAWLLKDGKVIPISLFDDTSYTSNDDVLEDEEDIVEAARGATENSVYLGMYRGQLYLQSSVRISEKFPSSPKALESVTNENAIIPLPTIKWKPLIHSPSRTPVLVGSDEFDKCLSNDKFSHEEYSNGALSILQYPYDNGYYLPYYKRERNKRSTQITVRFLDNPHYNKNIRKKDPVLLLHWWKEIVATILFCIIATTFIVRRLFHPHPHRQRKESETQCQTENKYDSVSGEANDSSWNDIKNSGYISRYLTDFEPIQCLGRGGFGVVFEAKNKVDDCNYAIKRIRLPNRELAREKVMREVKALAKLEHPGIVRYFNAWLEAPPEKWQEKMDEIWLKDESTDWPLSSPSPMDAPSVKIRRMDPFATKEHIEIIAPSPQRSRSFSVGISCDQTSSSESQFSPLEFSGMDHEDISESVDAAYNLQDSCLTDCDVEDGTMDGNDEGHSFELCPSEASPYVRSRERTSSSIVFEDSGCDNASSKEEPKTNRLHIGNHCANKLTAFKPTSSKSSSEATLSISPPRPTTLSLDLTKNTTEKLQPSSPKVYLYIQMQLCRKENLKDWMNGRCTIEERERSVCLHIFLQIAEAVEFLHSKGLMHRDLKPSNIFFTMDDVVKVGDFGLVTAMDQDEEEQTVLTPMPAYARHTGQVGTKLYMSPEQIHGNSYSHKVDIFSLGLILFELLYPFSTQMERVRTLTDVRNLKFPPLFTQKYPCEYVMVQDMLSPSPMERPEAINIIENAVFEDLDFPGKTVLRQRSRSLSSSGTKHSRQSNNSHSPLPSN
Wee1 degr inh = Wee1 degradation inhibitors, primary screen, cell-based, HeLa, Wee1K328M-luciferase, luminescence; Wee1-like protein kinase (Homo sapiens), P30291; HeLa Luc-Wee1K328M stability; 100% = proteasome inhibitor MG132 effect; reporter increase, % at 5 µM; 1.2% of 220,000 active;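 active = activation above the mean of all tested compounds plus 3 SD, set per screening run, cut at about 8.8% in these data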;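 note: cells exposed to compound for 20 h before luminescence read; 0% = DMSO alone and 100% = MG132 at 30 µM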
eIF4E 4G PPI = eIF4E–eIF4G protein interaction inhibitors, primary screen, biochemical, uHTS, TR-FRET, eIF4GI fragment; TR-FRET eIF4E-eIF4GI(517-606) binding, 2 h; inhibition, % at 21.7 µM; 0.37% of 220,000 active; AID 782, 2007;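 active = inhibition above about 30%, limit read from the data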;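 note: 0% = full FRET control wells and 100% = background wells lacking eIF4GI fragment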
Ba/F3 V617F tox = reduced viability of JAK2V617F-dependent Ba/F3 cells, primary screen, JAK2V617F inhibitor project, cell-based, Ba/F3 EpoR-JAK2V617F, luminescence; ATP luminescence; inhibition, % at 5.6 µM; 1.1% of 220,000 active;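 active = inhibition above the campaign mean plus 3 SD over all tested compounds, cut at about 24% in these data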;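 note: cytokine-independent growth of Ba/F3 cells driven by EpoR plus mutant JAK2; 0% = DMSO-treated cells and 100% = JAK inhibitor I control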
S1P4 ag = S1P4 receptor agonists, primary screen, cell-based; S1P4-expressing cell line, agonist reporter assay; activation, % at 4.98 µM; 0.35% of 220,000 active; AID 1509, 2009; in the data active = activation above about 11%;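 note: 0% = DMSO vehicle and 100% = reference agonist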
NPY2 pot ag = NPY-Y2 potentiators or agonists, primary screen, cell-based | AID 1359, 2008 | 0.45% of 220,000 active | cells expressing NPY-Y2, potentiator/agonist read-out | Neuropeptide Y receptor type 2 (Homo sapiens), P49146 | activation, % at 3.6 µM; in the data active = activation above about 27%;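 note: cells stimulated with NPY near EC25 plus isoproterenol at EC100; 0% = vehicle plus submaximal agonist and 100% = vehicle plus saturating agonist; some results beyond the cut were filed as inactive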
BaF3 tox = parental Ba/F3 cell viability inhibition, counter-screen for JAK2V617F inhibitor project, murine pro-B, CellTiter-Glo luminescence; CellTiter-Glo ATP luminescence; inhibition, % at 5.6 µM; 1.1% of 220,000 active; AID 1486, 2009;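 active = inhibition above a per-campaign cutoff, the mean inhibition of all tested compounds plus 3 SD, cut at about 27% in these data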;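 note: 0% = DMSO wells and 100% = JAK Inhibitor I control wells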
MDM2 E3 inh = MDM2-luciferase reporter signal enhancers, primary screen, MDM2 E3 ligase inhibitor project, cell-based, luminescence, 1536-well | cell-based MDM2 ubiquitination luciferase reporter, 2 h; 0 = plate control, 100 = twice control, blank-subtracted | signal enhancement, % at 5 µM | 0.11% of 210,000 active | AID 1230, 2008;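 active = signal enhancement of 30% or more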;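 note: luminescence tracks abundance of the self-degrading MDM2-luciferase fusion protein; higher signal means inhibition of MDM2 E3 ligase activity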
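test system = mammalian cells stably expressing self-ubiquitinating, self-degrading MDM2 E3–luciferase fusion | quantity = 2000 cells/well | incubation = cell settling 4 h, compound treatment 2 h, both 37 °C | signal = luminescence with SteadyLite reagent, 15 min at room temperature | evaluation = % enhancement relative to plate controls after blank subtraction | benchmarks = plate controls and plate blanks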
Numbers without * were called inactive; nt = no result given; [ ] = another dose, or the depositor's remark.

SMILES	S1P4 antagonist	PERK inh	Wee1 degr inh	eIF4E 4G PPI	Ba/F3 V617F tox	S1P4 ag	NPY2 pot ag	BaF3 tox	MDM2 E3 inh
O=C(NC1CCCCC1)C(=O)c1c(-c2ccccc2)[nH]c2ccccc12	-7	-0.1	3	6	-4	0.7	6	1	nt
COc1ccc(-c2nn(CC(=O)Nc3ccc(Cl)c(Cl)c3)c(=O)c3ccccc23)cc1	13	0.5	-1	nt	-1	0.6	-28	3	-18
CCn1ncc(/C=N/NC(=O)c2cc(Cl)ccc2OC)c1C	-10	-0.4	-2	7	-3	0.4	-6	1	-10
Fc1ccccc1-c1nc(-c2ccc(Cl)cc2)no1	-7	-0.5	1	nt	5	-1.5	-3	3	nt
O=C(OCc1cccc([N+](=O)[O-])c1)c1cnccn1	-15	1.1	-2	0	0	0.2	-8	5	-16
COc1ccc(C(NC(=O)c2ccc(=O)[nH]c2)C(=O)Nc2ccc(C(C)C)cc2)cc1 (centres undefined)	0	1.5	0	1	1	1.5	-15	6	-77
COC(=O)c1sccc1NC(=S)N1CCN(c2ccccc2F)CC1	-10	0.6	-2	4[fluorescence artefact?]	-2	0.1	-16	2	-12
CC(=O)N1CCc2cc(C(=O)CN3CCCCC3)ccc21	2	0.7	3	0	3	0.5	9	10	-11
CCOc1cc(NC(=O)c2ccco2)c(OCC)cc1NC(=O)Cc1cccc(OC)c1	-13	-1.0	-2	-14	-2	-0.7	3	3	-7
CCCCCCC/C(C)=N/NC(=O)CC(=O)NCCc1ccccc1	-4	1.1	3	4	4	-3.2	-1	7	-13
CCCNC(=O)N[C@@H](Cc1ccccc1)C(=O)OC	-12	-1.0	0	-7	1	1.4	1	5	nt
CC(C)N1CCN(Cc2ccc3nsnc3c2)CC1CCO (centres undefined)	-10	0.4	0	1	0	0.9	-8	5	-8
c1ccc(-n2nc3c(ccc4cnnc43)[nH]2)cc1	-30	-0.6	-2	1[fluorescence artefact?]	0	3.4	4	3	-18
Cc1ccc(-c2nc(NC(=O)c3nn(C)cc3[N+](=O)[O-])sc2C)cc1	78*	-1.3	0	-13	77*	-8.4	0	81*	-10
COCCN1C(=O)C(=O)/C(=C(/O)c2ccc(C)cc2)C1c1ccccn1 (centres undefined)	-18	-0.3	3	-3	1	1.4	1	4	-6
O=C(COC(=O)c1ccc(-c2ccc([N+](=O)[O-])cc2)o1)NC(=O)NC12CC3CC(CC(C3)C1)C2	-15	0.8	1	4	-3	1.8	0	0	3
Cc1cccc(OCCCCCn2ccnc2)c1	-25	1.3	1	5[fluorescence artefact?]	2	0.5	-23	5	-9
CN(CC(=O)Nc1ccccc1C(F)(F)F)C(=O)COc1ncnc2sccc12	-13	0.4	6	-2	-1	2.0	-5	5	-8
CCOC(=O)c1cc2ccc3ccccc3c2s1	-5	-0.3	-3	2	-6	-1.6	-3	1	-7
COCCCNC(=S)NNC(=O)Cn1nc(C)c(Br)c1C	-5	0.1	-4	4	-2	-1.2	15	4	-10
COc1ccc(-c2csc(NC(=S)NC(=O)c3cccs3)n2)cc1Br	-14	1.1	2	-5	-2	0.7	0	-2	2
COCCN1C(=O)N[C@@H](c2ccccc2)C(C(C)=O)=C1C	-7	0.6	-1	-4	3	1.7	0	3	nt
COc1ccccc1OCc1ccc(C(=O)Nc2ccncc2)o1	-14	0.1	4	-8	-3	-1.7	21	3	-10
COc1ccccc1-c1nc(C(N)=O)c2[nH]c(=O)n(-c3cccc(C)c3)c2n1	-16	-0.1	-2	-9	0	1.2	-7	8	-18
Cc1ccc(N2CCN(C(=O)N3CCOCC3)CC2)c(C)c1	-22	1.1	-1	-5	-1	0.8	3	6	-17
New compounds follow:
SMILES	S1P4 antagonist	PERK inh	Wee1 degr inh	eIF4E 4G PPI	Ba/F3 V617F tox	S1P4 ag	NPY2 pot ag	BaF3 tox	MDM2 E3 inh
C=CCNC(=O)c1ccccc1NC(=O)c1ccccc1C	-2	-0.1	-1	3[fluorescence artefact?]	-4	-1.1	3	-1	-12
CC(=O)NC1(c2cccc(F)c2)CCN(CC(=O)NC2CCCCC2)CC1	-11	-0.2	-1	4[fluorescence artefact?]	0	2.9	11	4	-9
CCOC(=O)C1=NNC2(c3ccccc3)C(=O)N(c3cccc(Br)c3)C(=O)C12 (centres undefined)	-12	-0.4	-2	-2	-2	2.7	4	5	-9
Cc1cccn2cc(-c3ccc(F)cc3)cc12	-8	0.2	4	-3	-1	1.4	6	3	2
Cc1ccc2c(C)c(C(=O)Nc3cccnc3)oc2c1	-4	-2.3	-1	-6	3	0.3	-21	2	-2
CCOC(=O)c1ccc(CNC(=O)CCC(=O)O)cc1	9	-0.6	1	-1	4	-0.8	-7	5	-8
COc1ccc(CC2(CO)CCN(S(=O)(=O)c3c(C)nn(C)c3C)CC2)cc1	-23	0.8	0	6	5	1.8	5	11	-8
COc1cc(NC(=O)c2cc([N+](=O)[O-])ccc2Br)ccc1NC(=O)c1ccco1	-9	0.3	4	2[fluorescence artefact?]	-8	-0.6	-10	-7	-12
COC(=O)CCCNC(=O)c1ccc(OC2CCN(CCc3ccccc3)CC2)cc1	-25	-0.1	0	0	-1	2.8	-9	6	-4
Cc1csc(SCC(=O)NC(=O)NC(C)(C)C)n1	-9	0.7	0	-1	0	-0.9	-6	3	-29
CN1CCN(C(=S)Nc2cccc(Cl)c2)CC1	-16	0.7	4	10	-4	0.1	-9	1	4
C=CCNCCOc1ccccc1-c1ccccc1	-14	-1.7	0	-2	17	0.5	3	6	-11
CCOC(=O)N1CCN(Cc2nc3c(c(=O)n(C)c(=O)n3C)n2Cc2ccccc2C)CC1	6	-1.2	-1	5	1	-0.6	9	1	3
CC(=N/O)/C(C)=N\NC(=O)c1ccccn1	4	0.2	-1	-5	6	-3.1	-5	13	-8
CC(C)C[C@H](NC(=O)Nc1ccc(S(N)(=O)=O)cc1)C(=O)O	-3	1.2	8	-6	0	2.5	-10	4	-20
COc1ccc(N(C(=O)CCl)C(C(=O)NCCc2ccccc2)c2cccs2)cc1Cl (centres undefined)	13	-1.8	2	-2	101*	-0.7	12	-2	nt
O=C(Cc1sc(-c2ccccc2)nc1-c1ccccc1)Nc1ccc(Cl)cc1	16	0.2	2	14	0	-3.9	7	6	-7
O=C(c1cnc2n(c1=O)CCS2)N(C1CCCCC1)C1CCCCC1	-4	-0.7	1	4	2	-1.6	8	2	-15
COc1ccccc1NC(=O)c1ccc(S(=O)(=O)N2CCCC2)cc1	-12	-0.5	0	0	-4	0.1	-6	3	-8
O=C(c1ccco1)N1CCN(C(=O)C(Sc2ccccc2)c2ccccc2)CC1 (centres undefined)	-20	-0.8	4	-10[fluorescence artefact?]	-4	-1.5	8	0	-16
O=C(CSc1nnc(CNc2ccc(Cl)cc2)o1)Nc1nc2ccccc2s1	-21	-0.5	-2	-29	0	2.4	15	2	nt
CCCCCNC(=O)C(C#N)c1nc2ccccc2nc1N1CC(C)OC(C)C1 (centres undefined)	-9	1.2	-3	nt	-2	-0.8	-9	1	nt
Cc1ccc(CN2CCN(Cc3ccc(-n4cccn4)cc3)CC2CCO)cc1 (centres undefined)	-8	-0.7	-2	-2	-5	-0.4	2	0	1
O=C(Nc1ccccc1)NC1(C(=O)NCc2ccc3c(c2)OCO3)CCCCC1	-2	0.3	-3	0[fluorescence artefact?]	2	-0.8	14	7	-10
FC(F)(F)c1cc(-c2ccco2)nc(NCc2cccnc2)n1	5	-0.8	-2	-1	-4	5.7	4	8	-5

Part of the list above, with values under each structure.
Results follow in this order: S1P4 antagonist | PERK inh | Wee1 degr inh | eIF4E 4G PPI | Ba/F3 V617F tox | S1P4 ag | NPY2 pot ag | BaF3 tox | MDM2 E3 inh
COc1ccc(CC2(CO)CCN(S(=O)(=O)c3c(C)nn(C)c3C)CC2)cc1
    -23 | 0.8 | 0 | 6 | 5 | 1.8 | 5 | 11 | -8
COc1cc(NC(=O)c2cc([N+](=O)[O-])ccc2Br)ccc1NC(=O)c1ccco1
    -9 | 0.3 | 4 | 2[fluorescence artefact?] | -8 | -0.6 | -10 | -7 | -12
COC(=O)CCCNC(=O)c1ccc(OC2CCN(CCc3ccccc3)CC2)cc1
    -25 | -0.1 | 0 | 0 | -1 | 2.8 | -9 | 6 | -4
Cc1csc(SCC(=O)NC(=O)NC(C)(C)C)n1
    -9 | 0.7 | 0 | -1 | 0 | -0.9 | -6 | 3 | -29
CN1CCN(C(=S)Nc2cccc(Cl)c2)CC1
    -16 | 0.7 | 4 | 10 | -4 | 0.1 | -9 | 1 | 4
C=CCNCCOc1ccccc1-c1ccccc1
    -14 | -1.7 | 0 | -2 | 17 | 0.5 | 3 | 6 | -11
CCOC(=O)N1CCN(Cc2nc3c(c(=O)n(C)c(=O)n3C)n2Cc2ccccc2C)CC1
    6 | -1.2 | -1 | 5 | 1 | -0.6 | 9 | 1 | 3
CC(=N/O)/C(C)=N\NC(=O)c1ccccn1
    4 | 0.2 | -1 | -5 | 6 | -3.1 | -5 | 13 | -8
CC(C)C[C@H](NC(=O)Nc1ccc(S(N)(=O)=O)cc1)C(=O)O
    -3 | 1.2 | 8 | -6 | 0 | 2.5 | -10 | 4 | -20

Carrying on.
SMILES	S1P4 antagonist	PERK inh	Wee1 degr inh	eIF4E 4G PPI	Ba/F3 V617F tox	S1P4 ag	NPY2 pot ag	BaF3 tox	MDM2 E3 inh
COc1cccc2sc(/N=C/N(C)C)nc12	11	0.9	0	12	1	-0.8	-5	2	-16
Cc1ccc(NC(=O)C2CCCN2C(=O)NCc2ccccc2)cc1 (centres undefined)	-4	-0.4	-3	5	1	4.1	-10	7	-8
Cc1cc(NC(=O)c2cc(-c3cccs3)on2)no1	18	1.9	1	3	0	-1.9	10	-2	-7
Cc1cc(C(=O)CSc2nnc(-c3ccccc3)n2-c2ccccc2)c(C)n1-c1ncn[nH]1	-20	0.3	0	-17	0	-0.7	15	6	-7
CC1Cc2ccccc2N1C(=O)CSc1nnc(C2CC2)n1C (centres undefined)	0	0.8	6	2	5	0.4	-21	13	0
C=CCSC1=N/C(=C\C=C\c2ccco2)C(=O)S1	-2	1.7	-3	8	0	2.4	-8	1	-6
Cc1ccc(S(=O)(=O)NC(=O)c2ccc(Br)o2)cc1	6	0.5	-4	7	0	0.8	-4	1	nt
O=C(c1ccco1)N1CCN(c2c([N+](=O)[O-])nn(-c3cccc(Cl)c3)[n+]2[O-])CC1	-20	0.0	-3	2	0	0.9	-11	6	-11
CN(C(=O)COc1ccccc1)c1nnc(-c2ccncc2)s1	-16	-1.0	4	-4	3	1.5	8	9	-9
